# Bioassay records as filed in PubChem BioAssay.
# NCI-60 one-dose screen, 48 h, at 10 µM unless noted. Numbers give growth in % (100 = growth as untreated, 0 = no growth, -100 = all killed).
# NCI-H23 – NCI-H23 lung cancer; 80,000 tested, 4% active
# NCI/ADR-RES – NCI/ADR-RES ovarian cells; 81,000 tested, 4.4% active; AID 1794790
# NCI-H460 – NCI-H460 lung cancer | 82,000 tested, 6.8% active | AID 1794736
# NCI-H522 – NCI-H522 lung cancer. AID 1794739. 78,000 tested, 8% active
# OVCAR-8 – OVCAR-8 ovarian cancer | AID 1794782 | 81,000 tested, 4.4% active
# NCI-H322M – NCI-H322M lung cancer | 80,000 tested, 2.7% active
# NCI-H226 – NCI-H226 lung cancer | 79,000 tested, 3.5% active | AID 1794732
# OVCAR-3 – OVCAR-3 ovarian cancer. 79,000 tested, 7% active
# OVCAR-5 – OVCAR-5 ovarian cancer | 82,000 tested, 2.9% active
# * = called active by the depositor; . = no result given. The calls were made as follows: active = growth percent below 10; inactive = the rest. This is a subset; count on the stated rates, not on these rows.
SMILES,NCI-H23,NCI/ADR-RES,NCI-H460,NCI-H522,OVCAR-8,NCI-H322M,NCI-H226,OVCAR-3,OVCAR-5
CCCCOc1ccc(C(N)Cc2ccccc2)cc1 (configuration not stated),103.8,104.6,95.5,93.0,97.6,92.4,112.0,102.1,95.9
[N-]=[N+]=NC(=O)c1cc(=O)[nH]c(=O)[nH]1,99.7,97.9,100.2,88.4,96.3,.,96.0,105.9,103.0
OC(CNC1CCCCC1)c1ccccc1 (configuration not stated),101.6,96.5,109.2,108.5,97.5,108.7,94.0,124.0,95.9
COc1ccc(C(SCC(NC(=O)OCc2ccccc2)C(=O)O)c2ccc(OC)cc2)cc1 (configuration not stated),95.0,101.2,92.4,94.9,101.2,.,101.8,93.1,111.2
O=C(O)c1ccc(CCl)cc1,121.3,111.9,107.5,.,112.0,100.3,115.5,96.5,102.8
Cc1ccc(OP(=O)(Oc2ccc(C)c(C)c2)Oc2ccc(C)c(C)c2)cc1C,91.2,73.1,84.9,71.8,76.1,89.8,72.6,90.4,91.4
NC(N)=N/N=C\c1ccc2c(c1)OCO2,93.2,.,103.5,107.2,97.9,99.3,97.1,105.3,94.5
CN1C(=O)N(C)C(=O)C(NS(=O)(=O)c2ccc(N)cc2)(c2ccccc2)C1=O,101.5,107.8,117.3,98.6,102.6,96.3,106.8,113.7,107.1
CC1(C)N(Nc2ccccc2)C(=O)C2CCCN21 (configuration not stated),97.2,85.9,99.8,53.2,87.0,87.4,84.6,0.6*,75.1
O=[N+]([O-])c1ccccc1N1CCNCC1,96.4,93.6,109.0,88.6,106.7,96.0,107.1,101.3,94.0
CNC(=O)Oc1ccccc1-c1ccccc1,.,108.0,112.4,85.9,102.8,.,113.0,104.9,111.2
CN1CCN(c2ccc([N+](=O)[O-])c3no[n+]([O-])c23)CC1,-24.1*,-33.1*,-61.4*,-92.1*,-92.7*,-24.2*,-71.9*,-88.8*,-15.2*
NC(N)=NCCCCNC(=O)Oc1c(Br)cc(O)c(CC(=O)O)c1Br,100.2,98.2,102.5,92.7,94.5,100.7,97.9,103.6,106.9
CCN1C[C@@]2(COC)C3[C@@H](OC)[C@H]4[C@@H]1[C@]3(C(OC)C[C@H]2O)C1C[C@@]2(O)[C@H](OC(=O)c3ccccc3)C1[C@]4(OC(C)=O)[C@@H](O)[C@@H]2OC (some centres not stated),96.2,97.9,101.4,.,95.6,.,95.5,101.6,105.5
N#CC(C#N)=Cc1cccc([N+](=O)[O-])c1,105.1,106.0,104.1,94.9,102.7,103.0,99.1,113.0,111.5
COc1ccc(Nc2nc(-c3ccc(OC)cc3)c[se]2)cc1,91.7,96.6,87.6,78.3,103.4,67.9,99.9,109.3,99.4
C[N+]12C(=O)CC3OCC=C4C[N+]5(C)CCC6(c7ccccc71)C2C3C4CC65O (configuration not stated),101.8,105.2,110.1,.,102.1,90.8,106.6,115.4,106.2
Nc1nc([Se])c2ncn(C3OC(CO)C(O)C3O)c2n1 (configuration not stated),51.0,41.5,27.4,71.6,55.8,84.3,78.5,103.7,60.8
COc1ccc(N)cc1N,96.8,106.3,106.7,.,.,96.1,103.2,120.1,98.5
Cc1ccc(CN2CCC3CCC(C3)C2)c(O)c1 (configuration not stated),100.0,99.7,109.2,97.8,118.5,101.0,97.0,107.2,99.4
Cc1c(C[N+](C)(C)C)cc(C(C)C)cc1C(C)C,98.8,102.8,105.8,.,99.9,98.0,91.4,99.4,108.5
CC[C@H]1CN2CCC1C[C@@H]2[C@@H](O)c1ccnc2ccc(OC)cc12 (some centres not stated),100.6,101.6,110.0,92.1,.,94.8,102.5,116.1,.
CC1CN1c1nc(N2CC2C)nc(N2CC2C)n1 (configuration not stated),108.1,114.1,115.5,101.7,93.3,96.6,101.0,116.0,117.7
CC(=O)C1CCC2C3C(N4CC4)CC4=CC(=O)CCC4(C)C3CCC12C (configuration not stated),81.1,72.7,56.2,64.7,69.2,117.3,80.9,.,102.2
NC(=O)[C@H](Cc1ccccc1)NC(=O)c1nn(CCCCCF)c2ccccc12,99.6,100.6,101.7,82.2,102.8,111.2,89.2,111.6,100.9
CC1(C)C(C(=O)c2nn(CCCCCF)c3ccccc23)C1(C)C,98.4,99.3,104.8,79.8,100.9,112.2,87.4,110.0,92.1
CS(=O)(=O)CCN1CC2CCCC(C2)C1,99.7,105.4,110.2,97.9,103.6,127.2,121.3,109.9,102.5
CCOC(=O)C(Cl)(Cl)Cl,102.1,106.5,103.9,102.5,108.2,100.8,99.5,112.5,105.0
COc1cc(C=C2C(=O)NC(=O)NC2=O)cc(OC)c1O,107.8,107.3,109.8,91.2,103.3,92.7,.,114.0,101.9
O=C1NC(=O)C(=Cc2cn(C(=O)c3ccc(Cl)cc3)c3ccccc23)C(=O)N1,86.7,94.2,92.2,106.4,98.3,109.5,97.1,113.0,98.2
CC12CCC3C(CC=C4CC(O)CCC43C)C1C/C(=C\N1CCCC1)C2=O (configuration not stated),101.6,85.5,104.6,71.7,101.6,102.3,98.5,104.7,98.9
CC[C@@H](C)C(=O)O[C@H]1[C@H](O)[C@H]2[C@@H](CN3C[C@@H](C)CC[C@H]3[C@@]2(C)O)[C@@H]2CC34O[C@]5(O)[C@@H](OC(=O)[C@@](C)(O)CC)CC[C@@]3(C)[C@@H]5[C@@H](OC(C)=O)[C@@H](OC(C)=O)[C@H]4[C@@]21O,99.5,109.0,102.9,100.1,106.5,96.0,98.2,105.9,109.2
[Cl][Hg][n]1cnc2c(Cl)c(Cl)c(Cl)cc21,100.7,103.7,98.1,50.2,100.7,93.4,118.9,94.5,131.8
COC(=O)C1=COC(C)C2CN3CCC4(C(=O)Nc5ccccc54)C3CC12 (configuration not stated),102.9,97.4,107.9,78.2,96.0,92.2,97.6,101.5,109.3
CCC(=O)OC1CCn2c1nc1c2C(=O)C(C)=C(N2CC2)C1=O (configuration not stated),-28.5*,1.3*,-23.6*,-43.0*,3.3*,-5.9*,-23.0*,-18.5*,13.5
O=C([O][Hg][CH2]C1COCC([CH2][Hg][O]C(=O)c2ccccc2)O1)c1ccccc1 (configuration not stated),90.2,106.0,105.6,-53.3*,94.0,109.8,105.8,-94.0*,134.2
C=CCC(N)Cc1ccccc1 (configuration not stated),110.0,115.6,110.4,96.2,96.9,118.5,108.3,113.0,109.5
CCC(COC(=O)c1cc(OC)c(OC)c(OC)c1)(c1ccccc1)N(C)C (configuration not stated),89.4,85.4,116.5,78.0,97.5,94.8,102.7,104.8,108.9
CCCCCCC(C)(C)c1cc(O)c2c(c1)OC(C)(C)C1CC=C(C(=O)O)CC21 (configuration not stated),82.4,80.3,88.3,63.3,80.5,82.5,88.4,96.3,106.6
CC1C2CCC(C2)C1OC(=O)c1ccccc1C(=O)O (configuration not stated) (tested in a mixture with another compound),91.6,97.5,116.3,93.7,100.4,97.6,108.6,103.4,95.0
C[CH2][Pb]([CH2]C)([CH2]C)[O]C(=O)c1ccc(N)cc1,51.2,59.7,69.5,.,82.1,79.6,87.5,57.5,85.1
CO[C@H]1C(=O)C[C@H]2[C@@H]3CC=C4C[C@@H](O)CC[C@]4(C)[C@H]3CC[C@]12C,102.0,104.7,101.6,101.3,102.1,77.6,107.4,116.6,107.8
COc1cccc(C)c1NC1=NCCO1,110.7,115.4,111.5,99.1,102.6,106.3,93.3,114.1,112.0
COc1ccc2c(c1)c(-c1nc(-c3cn(C)c4ncccc34)cs1)cn2CCN1CCOCC1,40.2,30.6,23.9,19.9,29.2,62.3,43.0,47.9,78.2
CCCNC(=O)CC(C)(C)C(=O)N[C@H]1N=C(c2ccccc2)c2ccccc2N(C)C1=O,107.6,111.6,116.2,96.5,102.6,101.2,106.0,120.3,101.2
Cc1ccc(N=CN(C)C=Nc2ccc(C)cc2C)c(C)c1,100.0,102.6,108.4,80.9,96.6,94.5,94.4,101.9,98.9
O=C1NC(=O)C(CN2C(=O)C3(c4ccccc42)[C@H](Cl)C(=O)N3c2ccccc2)C(=O)N1 (some centres not stated),69.1,86.7,94.8,51.4,92.3,90.6,76.4,54.7,84.6
Cc1nnnn1-c1ccccc1,106.9,111.3,118.1,100.0,108.2,117.1,100.1,136.6,121.2
CNC(=O)Oc1ccccc1I,101.1,105.5,106.8,100.3,107.6,109.6,106.7,114.0,114.8
CCCN(CCC)C(=O)CCl,99.6,105.8,98.3,108.7,104.4,107.6,98.9,103.3,100.3
CC(CC1CCCCC1)NCc1ccccc1 (configuration not stated),85.7,93.7,105.4,94.6,105.7,95.0,101.4,105.2,91.1
ClCCN(CCCl)c1ccc(OCc2ccccc2)cc1,58.7,56.7,20.3,75.1,55.8,102.4,84.6,78.0,89.0
CC1Cc2cc3c(cc2CN1C)OCO3 (configuration not stated),100.2,105.1,104.0,100.4,111.0,104.5,114.7,107.4,102.6
CCOC(=O)c1cnc(SCc2ccc(Cl)c(Cl)c2)nc1N1CC1C (configuration not stated),91.2,76.5,106.9,63.2,87.9,90.4,117.6,100.8,81.0
CC12CCC3C(CC=C4CC(O)CCC43C)C1C/C(=C\c1ccc(N(CCCl)CCCl)cc1)C2=O (configuration not stated),90.6,74.3,72.6,73.5,77.5,88.5,91.7,92.6,94.7
CCn1c2ccccc2c2cc(C(=O)c3cccc4c3CCCN4)ccc21,100.1,92.7,101.1,115.0,113.4,101.9,92.2,103.4,99.0
Cc1c(Cl)ccc(C(O)CN(C)Cc2ccccc2)c1Cl (configuration not stated),76.3,86.7,91.2,57.8,95.8,86.6,96.6,96.9,85.1
c1ccc2c(CNC3CCCCC3)c[nH]c2c1,91.8,102.1,109.4,118.1,102.3,96.3,98.7,114.1,106.7
C1=CC(N2CCOCC2)CCC1 (configuration not stated),102.4,100.6,100.9,102.0,114.1,107.0,106.1,110.7,106.4
C[C@]12CCc3sc(-c4cccc(F)c4)nc3C1=CC[C@@H]1[C@@H]2CC[C@]2(C)C(=O)CC[C@@H]12,62.7,68.3,53.9,-36.5*,28.5,69.3,65.8,7.9*,87.2
# Additional compounds:
SMILES,NCI-H23,NCI/ADR-RES,NCI-H460,NCI-H522,OVCAR-8,NCI-H322M,NCI-H226,OVCAR-3,OVCAR-5
CCCCN(CCCC)CC(O)c1cccc(Br)c1 (configuration not stated),83.5,96.6,93.4,78.0,93.9,97.1,104.1,104.6,83.1
CCCC[N+](CCCC)(CCCC)CCCC,92.1,97.4,104.9,74.7,97.6,110.3,97.5,105.3,100.0
Cc1ccc(OC(=O)N(C)C)c(C)c1,98.9,107.6,110.9,90.9,105.1,107.2,102.5,116.6,114.1
CN(C)Cc1c[nH]c2ccccc12,99.2,99.7,105.5,106.5,105.7,93.5,95.1,105.7,96.0
CN(CCCOCC(=O)NCCCC(O)(P(=O)(O)O)P(=O)(O)O)C(=O)Oc1ccc2c(c1)OCC(c1ccc(F)cc1)C2=O (configuration not stated),99.6,110.7,106.5,97.0,102.6,88.9,103.0,106.7,103.2
CC12CCC3(CCC(=O)NCCNc4ccnc5cc(Cl)ccc45)[C@@](C)(OO[C@]3(C)O1)O2,84.7,103.0,92.7,77.2,99.0,100.1,90.3,60.7,101.3
CCOP(=S)(N/N=C1\CC2CCC1C2)OCC (configuration not stated),.,96.7,104.3,86.7,108.1,.,97.0,101.9,92.7
COc1ccc(CC(C)NCc2ccccc2)cc1OC (configuration not stated),90.3,92.9,100.0,99.6,106.3,87.8,91.6,99.7,88.4
CCC12COC(OC1)OC2,110.6,105.7,110.3,85.1,102.9,102.0,99.6,109.1,99.6
C=CC(O)P(=O)(OC)OC (configuration not stated),114.8,113.6,109.2,90.4,108.7,117.4,103.2,103.0,106.0
C=CCOC(=S)SSC(Cl)(Cl)Cl,108.7,107.0,106.4,.,97.8,98.3,103.8,106.6,110.1
COc1cc(N(CCCl)CCCl)ccc1C=Nc1ccccc1C(=O)O,100.6,102.2,81.1,32.8,92.9,95.7,94.7,97.8,107.8
